Compound activity deposited in PubChem by several laboratories.
VCAM1 TNFa inh – reduces TNF alpha induced VCAM1 expression in HUVEC; HUVEC TNFa-induced VCAM-1 immunofluorescence, high-content imaging; inhibition, % at 2 µM; actives 0.48% (n = 95,000);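 active = inhibition above the batch mean plus 3 SD, with images confirmed as a hit by eye, cut at about 37% in these data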;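 also: 0% = TNF-stimulated DMSO wells and 100% = unstimulated control wells; not every result past the cut was called active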
DAT uptake mod – human DAT dopamine uptake with cocaine, either direction. Q01959. LLC-PK1 hDAT cells, [14C]-dopamine uptake with cocaine IC80; actives deviate in either direction. B-score at 10 µM. actives 1.3% (n = 110,000). AID 449768;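 active = Z score or B-score, a plate-position-corrected score, falls beyond the plate's 99.7% confidence bounds, in either direction; inactive = both scores lie inside the 99.7% bounds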;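 also: scored against the spread of the other compound wells on the same plate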
Target sequence (Q01959 whole entry, looked up): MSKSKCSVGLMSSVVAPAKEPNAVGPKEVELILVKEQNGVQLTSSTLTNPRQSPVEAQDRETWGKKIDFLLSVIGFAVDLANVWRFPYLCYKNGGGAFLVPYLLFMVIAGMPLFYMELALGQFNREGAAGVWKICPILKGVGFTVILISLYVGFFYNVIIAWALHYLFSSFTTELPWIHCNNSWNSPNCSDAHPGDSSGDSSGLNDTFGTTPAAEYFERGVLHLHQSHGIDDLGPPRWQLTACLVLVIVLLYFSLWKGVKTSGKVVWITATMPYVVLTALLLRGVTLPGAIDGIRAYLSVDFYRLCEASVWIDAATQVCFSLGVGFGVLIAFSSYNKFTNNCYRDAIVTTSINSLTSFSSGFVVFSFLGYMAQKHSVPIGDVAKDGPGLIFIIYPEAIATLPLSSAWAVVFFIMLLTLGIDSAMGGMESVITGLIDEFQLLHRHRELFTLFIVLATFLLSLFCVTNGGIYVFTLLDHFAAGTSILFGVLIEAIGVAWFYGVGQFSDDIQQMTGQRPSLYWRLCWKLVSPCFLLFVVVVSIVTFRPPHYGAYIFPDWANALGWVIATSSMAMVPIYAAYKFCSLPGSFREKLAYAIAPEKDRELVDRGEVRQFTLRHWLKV
Plk1 PBD FP – Plk1 (human) PBD binding inhibition; P53350; Plk1 PBD phosphopeptide binding, fluorescence polarization; inhibition, %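 (tested at about 20 µM)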; actives 0.13% (n = 97,000); AID 693; in the data active = inhibition above about 34%, passing the limit was not always enough
F-actin modifier – modifiers of cytoskeleton assembly. inhibition, % at 2 µM. HUVEC TNFa F-actin phalloidin imaging, high content. actives 0.18% (n = 91,000). AID 836;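 active = inhibition above the batch mean plus 3 SD and confirmed as a hit by visual image inspection, cut at about 30% in these data, passing the limit was not always enough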; also: strong numbers were not always called active
IL1B cytotox – toxic to HUVEC cells under IL-1B stimulation. cell count reduction, % at 2 µM. HUVEC cell count loss, Hoechst imaging, IL-1B stimulated. actives 0.41% (n = 94,000). AID 845;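 active = cell count reduction more than 3 SD above the screen-wide mean, cut at about 70% in these data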;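 also: normalized per plate to untreated control cells as the no-loss baseline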
sEH inh – inhibitors of human soluble epoxide hydrolase; actives 0.34% (n = 91,000); P34913; inhibition, % at 2 µM; recombinant human sEH enzymatic activity assay; in the data active = inhibition above about 80%; also: values of inactives mirror those of a sister screen read the other way; many of its hits are not listed in these tables
Ecoli WT expand – E. coli BW25113 growth inhibition, expanded screen. OD600 absorbance. growth inhibition, % at 100 µM. actives 0.15% (n = 98,000);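 active = growth inhibition above about 50% at one test dose, limit read from the data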;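 also: growth measured after 20 h incubation at 37 °C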
HUVEC tox TNFa – HUVEC cytotoxicity counter-screen, TNF alpha stimulated; actives 0.17% (n = 93,000); AID 848; cell count reduction, % at 2 µM; HUVEC TNFalpha-stimulated, Hoechst cell count, imaging;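 active = cell count reduction exceeding the screen mean by over 5 SD, scaled to untreated wells per plate, cut at about 78% in these data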;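 also: cells counted after 24 h of TNF alpha exposure following the 1 h pretreatment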
PLK1 inh – PLK1 (human) kinase inhibition. P53350. inhibition, % at 10 µM. actives 0.53% (n = 97,000). recombinant PLK1 kinase, TR-FRET peptide phosphorylation;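 active = inhibition of 50% or more in the single-concentration screen; inactive = inhibition below 50%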;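 also: 0% = DMSO max control and 100% = H-89 dihydrochloride min control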
Starred values were filed as active, the others as inactive; · = no result given. Not a hit list. About 3.4% of those tested had a hit in this group.

SMILES	VCAM1 TNFa inh	DAT uptake mod	Plk1 PBD FP	F-actin modifier	IL1B cytotox	sEH inh	Ecoli WT expand	HUVEC tox TNFa	PLK1 inh
C=CCOc1ccc2c(c1)c(S(=O)(=O)c1ccc(C)cc1)cn2COC	-24	0.19	20	-13	25	-12	-8	-21	-6
CCOc1ccc(NC(=S)Nc2ccc(C)c([N+](=O)[O-])c2)cc1	25	0.4	1	9	-20	8	-1	-24	3
O=C(CNCC1CCCCC1)Nc1ccccc1N1CCCCC1	-6	0.13	2	-16	-10	0	14	7	-6
COCCNC(=O)C(c1cccs1)N(CCc1ccccc1)C(=O)Cn1nnc2ccccc21 (stereo unspecified)	12	-0.11	-15	-4	-10	-3	1	-12	-6
COc1ccc(NC(=O)C2=C(C)Nc3ncnn3C2c2ccccc2C(F)(F)F)c(OC)c1 (stereo unspecified)	6	-1.3	-6	-7	-8	4	-11	-8	23
COc1ccc(OC)c2c1sc(=NC(=O)c1ccco1)n2C	19	1.1	-12	-13	-1	-7	3	-22	-21
COc1cc(NC(=O)CN(c2cc(C)cc(C)c2)S(=O)(=O)c2c(C)noc2C)cc(OC)c1	2	-0.65	1	-6	-20	-2	-2	4	-5
CC(=O)c1c(C)nn(C(=O)c2cccs2)c1C	12	-0.73	-18	2	-2	·	1	-41	-10
C=CCn1c(CC(=O)Nc2cccc(OC)c2)nnc1SCC(=O)NC1CCCCC1	20	0.4	-1	7	3	-3	-8	4	-6
Cc1ccc(S(=O)(=O)N(CC(=O)N2CCC(C)CC2)c2cccc(C)c2)cc1	-6	0.71	0	10	-122	-2	-6	-13	2
CCCCCCCCOC(=O)C1=C(C)Nc2nnnn2C1c1cccs1 (stereo unspecified)	3	-0.77	10	·	8	-27	-3	-5	3
Cc1ccc(-c2nc3ccccc3c(C(=O)NCc3cccs3)c2C)cc1	-10	1.4	-5	-6	-13	15	-19	-11	-6
Cc1cc(C(F)F)n2nc(C(=O)Nc3ccc(S(=O)(=O)N4CCCCCC4)cc3)nc2n1	-6	0.87	-16	-8	27	-4	·	14	-14
C=CCOc1c(CNc2ccc(S(N)(=O)=O)cc2)cccc1OC	-17	0.023	-8	6	-34	1	·	-20	-11
CCOC(=O)Cc1csc(NC(=O)NC2(C(F)(F)F)Oc3ccc(Cl)cc3O2)n1 (stereo unspecified)	-13	0.9	10	9	-14	-8	1	-14	-15
CN(CCO)C(=O)CCC(=O)Nc1ccc(S(N)(=O)=O)cc1	3	-0.85	-13	9	2	-8	3	-23	-9
CN(C1CCCCC1)S(=O)(=O)c1ccc(S(=O)(=O)N2CCN(CCC#N)CC2)cc1	11	-0.65	-28	-5	-20	-11	2	-27	-10
O=C(NCC1COc2ccccc2O1)c1ccccc1 (stereo unspecified)	-5	-1.2	-11	-3	-7	11	6	-6	-8
COc1ccc(CN2CCCCC2C)c(C)c1C (stereo unspecified)	-15	-0.092	6	8	-44	0	4	-29	1
O=C(NCc1ccc2c(c1)OCO2)C1CC(c2ccc(Cl)cc2)=NO1 (stereo unspecified)	5	-0.89	-25	18	-12	6	2	7	-3
O=S(=O)(CCN(CCS(=O)(=O)C(F)(F)F)CC1CCCO1)C(F)(F)F (stereo unspecified)	10	0.53	-2	-1	3	2	33	-16	7
O=S(=O)(c1cnc[nH]1)N1CCN(c2ccccc2)CC1	6	-0.91	-42	-1	-9	·	-1	-40	-4
Cn1c(=O)c2c(nc(SCCCC#N)n2Cc2c(F)cccc2Cl)n(C)c1=O	14	0.1	-36	-6	8	1	-9	-6	5
Cc1ccccc1-c1noc(N)c1C#N	32	-0.84	-12	16	-36	9	16	7	-14

Complete entries as entered above:
Shown for O=C(NCc1ccc2c(c1)OCO2)C1CC(c2ccc(Cl)cc2)=NO1 (stereo unspecified) : VCAM1 TNFa inh: 5; DAT uptake mod: -0.89; Plk1 PBD FP: -25; F-actin modifier: 18; IL1B cytotox: -12; sEH inh: 6; Ecoli WT expand: 2; HUVEC tox TNFa: 7; PLK1 inh: -3
Shown for COc1ccc(CN2CCCCC2C)c(C)c1C (stereo unspecified) : VCAM1 TNFa inh: -15; DAT uptake mod: -0.092; Plk1 PBD FP: 6; F-actin modifier: 8; IL1B cytotox: -44; sEH inh: 0; Ecoli WT expand: 4; HUVEC tox TNFa: -29; PLK1 inh: 1

(listing goes on)
SMILES	VCAM1 TNFa inh	DAT uptake mod	Plk1 PBD FP	F-actin modifier	IL1B cytotox	sEH inh	Ecoli WT expand	HUVEC tox TNFa	PLK1 inh
CCc1ccc(CCC(=O)Nc2ccc(C)cc2C)o1	0	0.4	-3	15	-13	23	5	-14	-6
CC1CCN(C(=O)CN(C)S(=O)(=O)c2cccc3nsnc23)CC1	23	0.3	-3	·	-94	12	-1	-33	-7
CC(C)N(Cc1nc(-c2ccc(Cl)cc2)no1)C(=O)CCCN1C(=O)c2ccccc2C1=O	·	1.7	-6	·	·	·	-18	·	54*
Cc1ccc(OCCn2cnc3c(N)ncnc32)cc1	11	0.89	-5	1	10	-2	8	5	41
CCOC(=O)c1ccccc1-c1csc(NS(=O)(=O)c2ccc(Cl)cc2)n1	8	-4.8*	3	10	8	-14	5	0	-14
COC(=O)c1cnn(-c2nc3c(C)cccc3s2)c1C	26	-1.2	-13	-15	27	2	-5	5	-23
N#Cc1nc(COc2cccc(Cl)c2)oc1NCc1ccncc1	13	0.42	-20	-9	1	20	25	-22	16
COc1cccc(NC(=O)c2ocnc2C)c1	2	-0.87	5	-10	3	-11	-2	-4	-7
COc1cc2c(cc1OC)CN(C(=O)c1cc(=O)c3ccccc3o1)CC2	-2	3.9*	-7	-5	19	1	5	-25	-6
C=C(C)Cn1c(CCCNC(=O)C(C)(C)C)nc2ccccc21	11	-9.3*	15	8	-26	10	6	-10	-12
O=C(N=Nc1c(O)[nH]c2ccc(Br)cc12)c1ccccc1-n1cccc1	29	·	5	23	-14	-8	3	20	16
Cn1cnnc1SCC(=O)N1CCC(Cc2ccccc2)CC1	-10	0.26	-1	-7	7	-3	-7	-6	-2
COc1ccc(S(=O)(=O)N2C3CCC2CC(NC(=O)C2CC2)C3)cc1 (stereo unspecified)	-7	-1	2	4	19	6	1	-34	-3
CCN1CCc2c(C#N)c(N3CCCCC3)nc(NCc3ccccc3)c2C1	10	3.2	0	-1	-37	3	16	-5	-7
CCOC(=O)C1CCN(C(=O)C2CCN(S(=O)(=O)c3cccc4cccnc34)CC2)CC1	20	0.59	15	1	-36	-13	1	-11	-13
O=C(COc1ccc2c(c1)CCC2)N1CCc2ccccc21	11	0.25	-1	-20	-10	-9	11	-9	20
CCCC(C)C(=O)Nc1ccc2c(c1)OCCO2 (stereo unspecified)	16	-0.77	-1	16	-12	14	9	-27	-2
CCN(CC)C(=O)CSCc1cnn(-c2ccccc2)c1-n1cccc1	8	0.37	32	-1	14	5	-3	-1	-2
CCCCOc1ccc(C2OC34CCCCC3C(C#N)(C#N)C2(C#N)C(=N)O4)cc1 (stereo unspecified)	12	-2.8	-5	3	2	-12	5	-3	1
CNC(=O)CN1C(=O)C2C3C=CC(C3)C2C1=O (stereo unspecified)	-12	-0.88	-8	44	27	-6	-12	-21	0
CCC1(C(=O)O)NC(c2cc(OC)ccc2O)C2C(=O)N(Cc3ccccc3)C(=O)C21 (stereo unspecified)	-10	-0.93	13	8	-55	33	2	-5	-11
COc1ccc(NC(=O)CCn2nnc(-c3ccc(C)cc3)n2)cc1OC	4	0.75	20	9	19	-13	·	-9	-11
CCOC(=O)NC1(C(F)(F)F)C(=O)N(Cc2ccccn2)C2=C1C(=O)CC(C)(C)C2 (stereo unspecified)	-46	-0.026	-29	-11	-7	18	-1	-21	-7
CC(=O)NCCc1csc(-c2ccccc2)n1	-1	0.21	-3	-25	-2	0	·	-8	-8
O=c1cc(O)n(-c2ccccc2F)c(=S)[nH]1	0	-0.29	-5	-11	-2	9	0	-33	-7
CCCN(CC(=O)c1cc(C)n(C)c1C)S(=O)(=O)c1cccc(C(F)(F)F)c1	4	0.3	4	0	-5	20	5	-30	-18
Cc1cccc(NC(=O)c2ccc(-n3ccnc3)nc2)c1	23	0.029	-12	-2	26	-9	10	-22	-7
O=C(NCCCN1CCCC1)c1ccc(CSCc2cccc(Cl)c2)o1	4	-0.13	-4	11	-2	8	0	-37	-3
CCOC(=O)C1CCN(c2cc(=O)n(-c3ccc(OC)cc3)c(=O)[nH]2)CC1	-7	-0.88	-13	-6	4	·	-6	-8	-5
O=C(NCc1ccccn1)C1CCN(S(=O)(=O)N2CCCCC2)CC1	-3	0.43	23	0	-10	-9	5	-8	-10
COC(=O)c1ccccc1NC1=C/C(=N\S(=O)(=O)c2cccs2)c2ccccc2C1=O	26	-3*	56*	-2	14	-16	-12	3	7
Cc1ccc(-c2csc3n[nH]c(=S)n23)cc1	4	-0.12	-18	7	4	·	6	-47	11
Cc1ccc(NC(=O)C2(c3ccccc3)CC2(Cl)Cl)cc1C (stereo unspecified)	-1	·	-2	5	14	-5	-1	-7	-3
N#Cc1ccsc1NC(=O)CN1CCCCCC1	10	-0.13	0	7	10	1	10	-22	-4
Cc1ccc([N+](=O)[O-])cc1N/C=C/C(=O)c1ccco1	27	0.42	-16	-37	-28	-7	-6	3	-5
CCCS(=O)(=O)N1CCC(C(=O)N2CCN(C(=O)OCC)CC2)CC1	5	-0.41	2	-12	8	·	4	-14	-10
Cc1nc(CSc2nc3[nH]ncc3c(=O)n2-c2ccccc2)cs1	22	0.058	-21	16	-19	0	-1	-5	7
CNc1cc(CSC)nc(SCc2ccc(Cl)cc2Cl)n1	9	0.4	-1	1	-3	0	-13	-15	-6

An excerpt of these results, field by field.
Structure: Cc1cccc(NC(=O)c2ccc(-n3ccnc3)nc2)c1
- VCAM1 TNFa inh: 23
- DAT uptake mod: 0.029
- Plk1 PBD FP: -12
- F-actin modifier: -2
- IL1B cytotox: 26
- sEH inh: -9
- Ecoli WT expand: 10
- HUVEC tox TNFa: -22
- PLK1 inh: -7
Structure: Cc1ccc(NC(=O)C2(c3ccccc3)CC2(Cl)Cl)cc1C (stereo unspecified)
- VCAM1 TNFa inh: -1
- DAT uptake mod: ·
- Plk1 PBD FP: -2
- F-actin modifier: 5
- IL1B cytotox: 14
- sEH inh: -5
- Ecoli WT expand: -1
- HUVEC tox TNFa: -7
- PLK1 inh: -3
Structure: COC(=O)c1ccccc1NC1=C/C(=N\S(=O)(=O)c2cccs2)c2ccccc2C1=O
- VCAM1 TNFa inh: 26
- DAT uptake mod: -3*
- Plk1 PBD FP: 56*
- F-actin modifier: -2
- IL1B cytotox: 14
- sEH inh: -16
- Ecoli WT expand: -12
- HUVEC tox TNFa: 3
- PLK1 inh: 7
Structure: O=C(NCc1ccccn1)C1CCN(S(=O)(=O)N2CCCCC2)CC1
- VCAM1 TNFa inh: -3
- DAT uptake mod: 0.43
- Plk1 PBD FP: 23
- F-actin modifier: 0
- IL1B cytotox: -10
- sEH inh: -9
- Ecoli WT expand: 5
- HUVEC tox TNFa: -8
- PLK1 inh: -10

Gathered by group, those above with a nitro group on carbon
SMILES	VCAM1 TNFa inh	DAT uptake mod	Plk1 PBD FP	F-actin modifier	IL1B cytotox	sEH inh	Ecoli WT expand	HUVEC tox TNFa	PLK1 inh
CCOc1ccc(NC(=S)Nc2ccc(C)c([N+](=O)[O-])c2)cc1	25	0.4	1	9	-20	8	-1	-24	3
Cc1ccc([N+](=O)[O-])cc1N/C=C/C(=O)c1ccco1	27	0.42	-16	-37	-28	-7	-6	3	-5
